Screens as filed in PubChem.
RGS4-Gao reg = human RGS4-Galphao interaction regulation; binding response (% of control), % at 10 µM; Multiplexed bead flow cytometry, RGS4-Galphao binding; actives lie on both sides; 220,000 tested, 0.33% active; AID 1415; in the data active means binding response below about 49% or above about 150%; inactive means in between;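 further: fluorescent Galphao activated with aluminum fluoride binding bead-coupled RGS4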
Target sequence (P09471 whole entry, looked up): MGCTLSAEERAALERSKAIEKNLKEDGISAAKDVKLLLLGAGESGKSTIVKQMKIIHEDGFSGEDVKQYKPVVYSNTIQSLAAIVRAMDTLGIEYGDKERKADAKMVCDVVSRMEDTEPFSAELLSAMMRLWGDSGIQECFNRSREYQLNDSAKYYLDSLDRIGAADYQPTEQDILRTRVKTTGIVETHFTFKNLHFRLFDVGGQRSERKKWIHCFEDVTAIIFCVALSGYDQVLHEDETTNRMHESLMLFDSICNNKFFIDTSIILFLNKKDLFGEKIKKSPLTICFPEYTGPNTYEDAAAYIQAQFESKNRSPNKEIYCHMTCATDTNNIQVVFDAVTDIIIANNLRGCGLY
ABCB1 block = blocks JC-1 efflux by human ABCB1 transporter. P08183. inhibition, % at 6.6 µM. CCRF-Adr cells, flow cytometry. 190,000 tested, 0.067% active; in the data active means inhibition above about 40%;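 further: 0% = vehicle and 100% = reference inhibitor; higher value means more JC-1 retained so stronger ABCB1 efflux block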
Bim-Bcl-W = human Bim-Bcl-W interaction inhibition. bead-based flow cytometry, Bim peptide-Bcl-W binding. 190,000 tested, 0.02% active. inhibition, % at 10 µM. Q92843;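 further: 0% = bound tracer without compound and 100% = peptide blocker; higher means less fluorescent Bim peptide bound to Bcl-W beads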
Target sequence (Q92843 whole entry, looked up): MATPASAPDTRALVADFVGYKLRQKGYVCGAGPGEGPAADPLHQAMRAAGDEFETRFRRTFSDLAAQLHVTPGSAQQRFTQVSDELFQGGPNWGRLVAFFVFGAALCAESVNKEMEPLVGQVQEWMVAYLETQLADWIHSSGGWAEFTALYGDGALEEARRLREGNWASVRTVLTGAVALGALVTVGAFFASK
ABCG2 block = blocks JC-1 efflux by human ABCG2 transporter; Q9UNQ0; IgMXP3 cells, flow cytometry; inhibition, % at 6.6 µM; 190,000 tested, 0.1% active;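 active means inhibition above 80%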;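 further: 0% = DMSO and 100% = nicardipine control wells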
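Test system: ABCG2 IgMXP3 and barcoded ABCB1 CCRF-Adr cell mix; Schedule: cells with compound and JC-1, 10 min at 25 °C, rotating, no wash; Technique: flow cytometry of retained JC-1 fluorescence; Measure: % inhibition of efflux relative to nicardipine and DMSO; Controls: nicardipine high and DMSO low controls.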
Bcl-XL Bim block = inhibitors of Bim-Bcl-XL interaction, human | Bim peptide-Bcl-XL binding, bead flow cytometry, fluorescence | AID 1007 | inhibition, % at 10 µM | 190,000 tested, 0.04% active
Target sequence (Q07817 whole entry, looked up): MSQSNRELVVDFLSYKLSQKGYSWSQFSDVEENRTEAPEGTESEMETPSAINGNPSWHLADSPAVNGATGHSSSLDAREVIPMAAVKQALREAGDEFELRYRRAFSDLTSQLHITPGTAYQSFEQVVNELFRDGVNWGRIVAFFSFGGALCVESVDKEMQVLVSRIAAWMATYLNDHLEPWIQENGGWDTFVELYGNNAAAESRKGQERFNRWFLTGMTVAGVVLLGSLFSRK
RGS7-Gao = human RGS7-Galphao interaction regulation | Multiplexed bead flow cytometry, RGS7-Galphao binding; actives lie on both sides | binding response (% of control), % at 10 µM | 220,000 tested, 0.35% active | AID 1439; in the data active means binding response below about 49% or above about 150%; inconclusive means no clear call, values can overlap the other calls; inactive means in between;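 further: fluorescent Galphao held in activated GDP-AlF4 state binding bead-coupled RGS7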
RGS8-Gao reg = modulates binding of RGS8 to human Galphao; 220,000 tested, 0.34% active; multiplexed bead flow cytometry; actives lie on both sides; AID 1423; response (percent of control binding), % at 10 µM; P09471; in the data active means response below about 60% or above about 140%; inactive means in between;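 further: Galphao activated as the GDP aluminium fluoride complex binding bead-coupled RGS8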
GSH fluor = GSH bead compound fluorescence profile | GSH beads flow cytometry, compound fluorescence 488/530 nm; active compounds read high | fluorescence (KMESF) at 10 µM | 190,000 tested, 0.25% active; in the data active means fluorescence above about 89;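 further: glutathione beads carrying GST-tagged Bcl family fusion proteins plus one bare bead set; values are compound well signal with DMSO vehicle wells as background; inactives centre near 16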
Bim-Bcl-2 = inhibitors of Bim-Bcl-2 interaction, human; inhibition, % at 10 µM; 190,000 tested, 0.06% active; P10415; Bead-based flow cytometry, Bim peptide-Bcl-2 binding; in the data active means inhibition above about 40%; inconclusive means no clear call, values can overlap the other calls;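 further: 0% = no compound wells with probe peptide and 100% = reference peptide inhibitor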
Bim-Bcl-B = disrupts Bim peptide binding to human Bcl-B; Q9HD36; bead-based flow cytometry; inhibition, % at 10 µM; 190,000 tested, 0.073% active;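 further: 0% = tracer peptide without compound and 100% = reference inhibitor peptide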
Target sequence (Q9HD36 whole entry, looked up): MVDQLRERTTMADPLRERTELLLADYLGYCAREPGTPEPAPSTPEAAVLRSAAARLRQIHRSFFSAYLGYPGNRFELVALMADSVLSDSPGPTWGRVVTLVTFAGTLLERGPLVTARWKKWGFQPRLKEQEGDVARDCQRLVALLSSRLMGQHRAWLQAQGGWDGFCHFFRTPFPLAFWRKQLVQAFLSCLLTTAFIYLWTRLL
Bfl-1 Bim block = human Bim-Bfl-1 interaction inhibition; 190,000 tested, 0.12% active; Bead-based flow cytometry, Bim-Bfl-1 binding inhibition; inhibition, % at 10 µM;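 further: 0% = wells without compound plus tracer and 100% = blocker peptide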
Starred values were filed as active, the others as inactive; ? = inconclusive; / = not tested or not shown. Unless noted, no stated cut-off is given here; in the data, active means inhibition above about 40%.

1	O=C(CSc1nnnn1-c1ccc2c(c1)OCCO2)N1CCc2ccccc21
2	CC(Oc1ccc(Cl)cc1)C(=O)/C=C/N(C)C (configuration not stated)
3	CCc1ccc(NC(=O)CS(=O)CC(=O)NCC2OCCc3ccccc32)cc1 (configuration not stated)
4	CO/N=C/c1ccc(Oc2ccc(C)cc2)nc1
5	COc1ccc(NC(=O)NC2(C(=O)N3CCCCCC3)CCCCC2)cc1
6	COc1cccc(CC(=O)NCC2(N3CCCCC3)CCCCC2)c1
7	CCOC(=O)c1c(C=O)c(C)n(Cc2ccccc2)c1C
8	O=C(CCC1COc2ccccc2O1)Nc1ccc(Cl)cn1 (configuration not stated)
compound no.,1,2,3,4,5,6,7,8
RGS4-Gao reg,97,100,104,100,100,103,96,100
ABCB1 block,-0.7,0.1,1.8,0.2,0.7,0.4,0.0,1.9
Bim-Bcl-W,-3,-1,0,1,-1,2,-2,0
ABCG2 block,2,0,9,1,2,-1,0,13
Bcl-XL Bim block,-1,-2,-7,2,-1,-2,-2,0
RGS7-Gao,101,101,100,98,101,101,93,97
RGS8-Gao reg,99,101,103,98,102,104,99,99
GSH fluor,27,25,34,16,5,12,5,18
Bim-Bcl-2,-8,-6,-11,-3,0,0,-4,0
Bim-Bcl-B,-11,-7,-9,2,1,-2,-3,-6
Bfl-1 Bim block,-11,-8,-18,-1,1,-6,-12,-1

9	CC1CCc2sc(C(=O)N/N=C/c3ccc([N+](=O)[O-])cc3)cc2C1 (configuration not stated)
10	COc1ccc(C)cc1-n1nnnc1SCC(=O)Nc1cc(C)on1
11	N#Cc1cc(Sc2ccccn2)c(Sc2ccccn2)cc1C#N
12	CCC(=O)N1c2ccccc2NC2=C(C(=O)CCC2)C1c1ccco1 (configuration not stated)
13	COc1cc(NC(C(=O)Nc2cccc(C(C)=O)c2)c2ccccc2)cc(OC)c1OC (configuration not stated)
14	Cc1onc(-c2c(Cl)cccc2Cl)c1C(=O)NCc1cccs1
15	c1ccc2c(C[n+]3csc4ccccc43)cccc2c1
16	Cc1cc(C)n(/N=C/c2ccco2)c(=O)c1C#N
compound no.,9,10,11,12,13,14,15,16
RGS4-Gao reg,97,99,101,105,101,104,102,101
ABCB1 block,2.6,0.0,0.7,0.3,1.3,1.4,0.3,0.2
Bim-Bcl-W,-2,-4,-6,-1,-4,-1,-1,-2
ABCG2 block,3,0,14,5,7,2,0,0
Bcl-XL Bim block,-4,-7,-6,-2,-11,-3,-4,-5
RGS7-Gao,94,101,102,108,102,103,99,99
RGS8-Gao reg,102,100,100,106,101,100,80,101
GSH fluor,8,13,38,11,19,10,15,9
Bim-Bcl-2,-2,-9,-6,0,-9,-30,-4,0
Bim-Bcl-B,-8,-7,-10,-2,-12,-8,-8,-5
Bfl-1 Bim block,-10,-8,-9,-3,-18,-27,-3,-2

17	COc1ccc(C(=O)OCC(=O)N(C)C2CCS(=O)(=O)C2)cc1S(=O)(=O)N1CCCc2ccccc21 (configuration not stated)
18	CCOc1cc(NC(=O)c2cccs2)c(OCC)cc1NC(=O)c1cccnc1
19	COc1cccc(-c2nc(CS(=O)(=O)CC(=O)Nc3cccc(C)c3C)c(C)o2)c1
20	O=C(NC1CCc2ccccc21)C1CCN(S(=O)(=O)c2ccc(Cl)cc2)CC1 (configuration not stated)
21	c1ccc2c(c1)OCC(c1csc3ncnc(N4CCCCC4)c13)O2 (configuration not stated)
22	Cc1c(Cl)cnc(NC(=O)COC(=O)c2nn(C)c(=O)c3ccccc23)c1Cl
23	CC(C)(CSc1ncccn1)NS(=O)(=O)c1ccccc1
24	CCOC(=O)c1ccccc1NC(=O)COc1ccccc1
compound no.,17,18,19,20,21,22,23,24
RGS4-Gao reg,84,97,98,97,102,104,97,102
ABCB1 block,-0.2,0.5,0.7,/,0.1,0.0,-0.1,-1.1
Bim-Bcl-W,-4,1,-2,-2,-2,-3,0,2
ABCG2 block,0,11,2,14,1,0,4,12
Bcl-XL Bim block,-5,-3,-2,-4,-5,-5,-2,3
RGS7-Gao,85,99,96,99,96,102,92,101
RGS8-Gao reg,100,99,100,92,100,103,95,99
GSH fluor,13,15,14,9,17,12,18,54
Bim-Bcl-2,-3,0,-7,4,0,-6,-2,-7
Bim-Bcl-B,-5,3,-3,2,-5,-6,-4,-11
Bfl-1 Bim block,-7,6,-8,8,-6,-9,-2,-7

25	CC1CCCCN1CCCNC(=O)C1CCN(c2nc3ccccc3o2)CC1 (configuration not stated)
26	O=C(Cn1nnc2c(cnn2-c2ccccc2)c1=O)N1CCN(c2ccccc2F)CC1
27	O=C(O)[C@H](CO)Nc1ncnc2sc3c(c12)CCC3
28	COc1ccc(NC(=O)COc2ccc(/C=N/n3c(C)nnc3C)cc2OC)cc1
29	CCCCc1c(O)nc(SCC(=O)O)[nH]c1=O
30	CCOC(=O)c1cn(CC)c2cc(N3CCOCC3)c(F)cc2c1=O
31	OC(COc1ccc2cc(Br)ccc2c1)CN1CCCC1 (configuration not stated)
32	Cc1onc(-c2ccccc2)c1C(=O)n1cc(Br)cn1
compound no.,25,26,27,28,29,30,31,32
RGS4-Gao reg,106,104,100,100,99,101,107,101
ABCB1 block,1.3,-0.3,1.6,0.2,0.2,-0.8,0.8,0.1
Bim-Bcl-W,-4,2,0,-2,0,-2,0,-4
ABCG2 block,2,-1,1,25,1,27,1,-1
Bcl-XL Bim block,-7,-1,-3,-7,-4,-9,-4,-8
RGS7-Gao,99,101,100,99,100,97,102,100
RGS8-Gao reg,105,109,105,101,103,96,103,104
GSH fluor,31,13,13,23,11,21,25,19
Bim-Bcl-2,-5,-4,0,-10,-1,1,-7,0
Bim-Bcl-B,-2,-5,-2,-5,-4,-2,-6,-13
Bfl-1 Bim block,-3,-5,0,-16,-6,-10,-12,-4

33	CCCn1c2c(c(O)c(C(=O)Nc3ncccc3C)c1=O)CCCC2
34	N/C(=N\OS(=O)(=O)c1ccccc1)c1cccnc1
35	COc1cc(NS(=O)(=O)c2ccc(NC(=S)NC(=O)/C=C/c3ccc(OC)c(OC)c3)cc2)ncn1
36	CC(C)C(=O)c1cn(CC(=O)N2CCCc3ccccc32)c2ccccc12
37	CC(C)NC(=O)CCNS(=O)(=O)c1ccc(Br)cc1
38	CCOc1ccc(-n2c(COc3ccccc3)nnc2SCC(N)=O)cc1
39	CN(C)S(=O)(=O)c1cccc(NC(=O)COc2nc3ccccc3nc2N2CCOCC2)c1
40	COc1ccc(S(=O)(=O)n2nc(OCc3cccs3)cc2N)cc1
compound no.,33,34,35,36,37,38,39,40
RGS4-Gao reg,100,97,104,100,87,104,96,112
ABCB1 block,1.2,0.1,-0.1,-2.7,0.0,0.2,0.3,0.8
Bim-Bcl-W,1,-1,-1,3,1,0,-4,0
ABCG2 block,4,1,3,-5,-1,1,2,1
Bcl-XL Bim block,-4,-6,-2,0,1,2,-11,-3
RGS7-Gao,96,97,102,95,94,98,101,114
RGS8-Gao reg,100,99,99,108,100,100,99,106
GSH fluor,11,15,16,11,4,47,11,20
Bim-Bcl-2,-14,-13,0,-8,-2,-6,-4,-2
Bim-Bcl-B,-11,-12,-13,-9,0,-6,-6,-5
Bfl-1 Bim block,-10,-7,-5,-10,-2,-6,-7,-2

41	COc1ccc(CO/N=C/c2c(C)[nH]c(=O)[nH]c2=O)cc1
42	COc1ccc(CNC(=O)CSc2nnc(C(F)(F)F)n2C)cc1
43	Cc1cc(C(=O)OCC(=O)N2CC(=O)Nc3ccccc32)no1
44	CCc1ccc(N2C(=O)CN(CC(=O)OC)C2=S)cc1
45	O=C(Nc1ccc(F)cc1)c1ccccc1Oc1ccc(C(F)(F)F)cc1[N+](=O)[O-]
46	Cc1ccc(N/C=C/C(=O)c2cccs2)cc1
47	Cc1ccc(S(=O)(=O)N2CCN(C(=O)COc3ccc(-c4nnco4)cc3)CC2)cc1
48	Cn1c(C(=O)N2CCCC(C(=O)NCCCc3ccccc3)C2)cc2sccc21 (configuration not stated)
compound no.,41,42,43,44,45,46,47,48
RGS4-Gao reg,101,101,96,108,98,100,104,101
ABCB1 block,0.8,2.3,0.5,-0.6,2.2,0.4,1.8,-0.1
Bim-Bcl-W,-1,-3,-3,2,0,3,-1,-3
ABCG2 block,29,2,2,-1,16,4,11,2
Bcl-XL Bim block,-9,-4,-3,2,0,0,-1,-7
RGS7-Gao,100,104,97,103,99,97,103,100
RGS8-Gao reg,97,98,101,106,102,92,108,102
GSH fluor,23,12,50,17,19,26,14,24
Bim-Bcl-2,-15,-5,0,0,4,-2,1,-11
Bim-Bcl-B,-10,-4,-1,-8,2,-5,0,-20
Bfl-1 Bim block,-19,-7,-7,-4,1,-5,-1,4

49	CCCOc1ccccc1-c1nc2c([nH]1)c(=O)[nH]c(=O)n2C
50	COc1cc(OC)c(-c2nc3ccccc3s2)cc1OC
51	Cc1csc(=N)n1CC(=O)N1CCc2ccccc21
52	O=C(Nc1ccncc1)c1cc(-c2ccccn2)nc2ccc(Br)cc12
53	CCOCC(=O)Nc1ccc(C(=O)Nc2ccccc2Cl)cc1
54	CCCCCCC1CCC(C(=O)Nn2c(C)nc3ccccc3c2=O)CC1 (configuration not stated)
55	NC(=O)C1=C[C@H](c2ccc(Br)cc2)C[C@H](OCc2ccc(CO)cc2)O1
56	CCn1cc(/C=C/C(=O)Nc2ccn(Cc3c(F)c(F)cc(F)c3F)n2)cn1
57	Cc1ccc(N(CCCCN2C(=O)c3ccccc3C2=O)C(=O)c2cccc([N+](=O)[O-])c2)cc1
compound no.,49,50,51,52,53,54,55,56,57
RGS4-Gao reg,99,104,102,97,102,95,104,99,98
ABCB1 block,0.8,0.6,1.0,-0.2,-0.1,0.6,0.4,0.8,3.9
Bim-Bcl-W,0,-2,0,-6,0,-5,-1,-4,-3
ABCG2 block,7,4,6,2,0,2,2,2,5
Bcl-XL Bim block,-3,-2,-10,-8,-1,0,-3,-5,-2
RGS7-Gao,98,115,98,?,101,96,104,108,102
RGS8-Gao reg,100,97,100,100,106,97,102,104,100
GSH fluor,14,12,37,16,15,13,16,8,16
Bim-Bcl-2,0,-3,-11,-2,-2,-2,0,1,-3
Bim-Bcl-B,0,-7,-12,-3,-2,0,-4,-22,-2
Bfl-1 Bim block,-2,-4,-14,-2,-9,-1,-4,14,-3

Reprinted at random: 6 records from the list
55	NC(=O)C1=C[C@H](c2ccc(Br)cc2)C[C@H](OCc2ccc(CO)cc2)O1
53	CCOCC(=O)Nc1ccc(C(=O)Nc2ccccc2Cl)cc1
49	CCCOc1ccccc1-c1nc2c([nH]1)c(=O)[nH]c(=O)n2C
56	CCn1cc(/C=C/C(=O)Nc2ccn(Cc3c(F)c(F)cc(F)c3F)n2)cn1
54	CCCCCCC1CCC(C(=O)Nn2c(C)nc3ccccc3c2=O)CC1 (configuration not stated)
51	Cc1csc(=N)n1CC(=O)N1CCc2ccccc21
compound no.,55,53,49,56,54,51
RGS4-Gao reg,104,102,99,99,95,102
ABCB1 block,0.4,-0.1,0.8,0.8,0.6,1.0
Bim-Bcl-W,-1,0,0,-4,-5,0
ABCG2 block,2,0,7,2,2,6
Bcl-XL Bim block,-3,-1,-3,-5,0,-10
RGS7-Gao,104,101,98,108,96,98
RGS8-Gao reg,102,106,100,104,97,100
GSH fluor,16,15,14,8,13,37
Bim-Bcl-2,0,-2,0,1,-2,-11
Bim-Bcl-B,-4,-2,0,-22,0,-12
Bfl-1 Bim block,-4,-9,-2,14,-1,-14
